Screens from PubChem.
KCNQ1 block: inhibitors of human KCNQ1 potassium channel | P51787 | CHO-K1 KCNQ1, FluxOR thallium flux fluorescence; active compounds read high | B-score at 10 µM | hit rate 1.3% among 310,000 | AID 2642;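 active means compounds whose thallium flux B-score, printed positive for inhibition, exceeds three library SD while starting fluorescence stays within three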;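 further: channel opened by potassium depolarization with thallium stimulus after 20 min compound exposure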
PolyA inh: blocks polyadenylation in yeast reporter cells; S. cerevisiae SKY197-pL101 polyadenylation reporter, beta-gal luminescence; efflux-impaired pdr1/pdr3 knockout yeast; score 100 = 6 SD above DMSO; calls only at 12 µM; hit rate 0.02% among 300,000;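 active means lowest replicate activity score at least 50, where 100 means six control SD above control mean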;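 further: yeast exposed to compound for 9 h at 30 °C; higher score means more reporter readthrough which indicates perturbed polyadenylation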
hERG protect: hERG (human) protection from proarrhythmic block. activation (rescue from dofetilide block), less the hit threshold, % at 10 µM. CHO-hERG, FluxOR thallium flux, dofetilide IC70 present. Q12809. hit rate 0.51% among 310,000. AID 1511;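 active means activation above the mean of controls blocked by dofetilide plus 5 SD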;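 further: thallium influx through hERG after potassium depolarization seen as dye fluorescence rise; in these data hits start at about 4.7%; inactives centre near -7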
Target sequence (Q12809 whole entry, looked up): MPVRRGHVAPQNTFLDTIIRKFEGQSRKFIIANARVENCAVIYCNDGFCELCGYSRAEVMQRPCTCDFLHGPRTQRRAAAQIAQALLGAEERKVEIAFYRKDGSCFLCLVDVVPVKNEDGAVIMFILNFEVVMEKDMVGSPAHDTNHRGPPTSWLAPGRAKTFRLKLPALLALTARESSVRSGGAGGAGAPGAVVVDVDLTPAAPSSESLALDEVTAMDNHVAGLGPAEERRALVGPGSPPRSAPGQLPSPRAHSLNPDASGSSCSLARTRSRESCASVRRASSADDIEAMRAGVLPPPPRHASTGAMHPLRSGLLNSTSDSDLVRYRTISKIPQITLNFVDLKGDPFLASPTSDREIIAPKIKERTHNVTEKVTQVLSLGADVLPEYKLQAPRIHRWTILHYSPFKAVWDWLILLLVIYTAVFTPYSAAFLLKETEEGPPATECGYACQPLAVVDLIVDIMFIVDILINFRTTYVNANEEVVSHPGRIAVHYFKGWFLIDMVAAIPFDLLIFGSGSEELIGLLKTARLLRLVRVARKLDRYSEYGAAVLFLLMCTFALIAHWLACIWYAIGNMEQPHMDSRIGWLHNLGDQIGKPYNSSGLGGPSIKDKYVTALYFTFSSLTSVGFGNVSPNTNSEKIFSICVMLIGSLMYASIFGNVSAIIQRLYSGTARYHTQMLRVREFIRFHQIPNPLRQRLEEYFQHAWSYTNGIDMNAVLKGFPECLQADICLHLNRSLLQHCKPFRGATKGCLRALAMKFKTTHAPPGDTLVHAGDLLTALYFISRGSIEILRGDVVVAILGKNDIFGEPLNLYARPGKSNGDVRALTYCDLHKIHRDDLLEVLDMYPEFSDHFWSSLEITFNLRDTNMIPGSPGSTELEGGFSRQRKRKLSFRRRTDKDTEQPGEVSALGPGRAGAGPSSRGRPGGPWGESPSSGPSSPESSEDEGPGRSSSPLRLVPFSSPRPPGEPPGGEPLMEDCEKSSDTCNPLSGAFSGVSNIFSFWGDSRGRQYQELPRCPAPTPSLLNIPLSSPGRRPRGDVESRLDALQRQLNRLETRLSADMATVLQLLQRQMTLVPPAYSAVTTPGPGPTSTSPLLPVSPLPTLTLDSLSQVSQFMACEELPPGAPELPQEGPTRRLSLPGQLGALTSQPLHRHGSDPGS
KCNK9 inh: inhibitors of human KCNK9 two-pore domain potassium channel. Q9NPC2. HEK293 KCNK9, FluxOR thallium flux fluorescence; active compounds read low. B-score at 10 µM. hit rate 1.2% among 310,000;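 active means ratio B-score over 3 SD below the library mean, with starting fluorescence within 5 SD of its mean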;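 further: negative B-score means less thallium flux so channel inhibition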
GSK3beta inhib: inhibitors of human GSK3beta kinase. P49841. GST-GSK3beta kinase, ADP-Glo luminescence, 60 min; active compounds read low. activity score (negative = inhibition), % at 10 µM. hit rate 0.038% among 300,000;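 active means more than half of replicate wells score below -50%, meaning over 50% inhibition versus plate controls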;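 further: 0% = median DMSO wells and -100% = median GW8510 positive control wells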
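Assay system: GST-tagged human GSK3beta kinase, cell-free; Input: 1.6 ng GSK3beta; Medium: Tris/MgCl2 kinase buffer; Timing: 60 min enzyme reaction, room temperature; Signal: ADP-Glo luminescence quantifying ADP generated by kinase; Evaluation: score relative to plate controls; Benchmarks: DMSO neutral wells and GW8510 at 20 µM as positive.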
Dyrk1A ADPGlo: blocks rat Dyrk1A kinase activity | Q63470 | ADP-Glo luminescence, NFATc1 peptide | inhibition, % at 12.5 µM | hit rate 0.43% among 310,000; in the data active means inhibition above about 50%;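 further: plate controls were vehicle with enzyme for no effect and no enzyme for full effect; many of its hits are not listed in these tables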
GSK3 alpha inh: inhibitors of human GSK-3 alpha kinase. hit rate 0.1% among 320,000. inhibition, % at 10 µM. ADP-Glo luminescence, 60 min. P49840. AID 2650;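 in the data active means inhibition above about 50%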;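 further: GST-tagged GSK-3 alpha with peptide substrate and 25 µM ATP; 0% = DMSO neutral wells and 100% = GW8510 positive control wells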
KCNQ1 act: potentiates or activates the human KCNQ1 potassium channel; hit rate 0.35% among 310,000; CHO-K1 KCNQ1, thallium flux FluxOR fluorescence; active compounds read high; P51787; B-score at 10 µM;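 active means fluorescence ratio B-score, a plate-corrected score, at least three library SD, with initial intensity B-score within 5 SD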
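Assay system: stable KCNQ1 CHO-K1 line; medium: assay buffer, equal DMSO in all wells; timing: 90 min dye loading and 20 min compound exposure, both at room temperature; technique: kinetic FluxOR thallium fluorescence, 10-s 1-Hz baseline, 110-s post-stimulus read; read-out basis: B score of baseline-normalized fluorescence ratio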
RGS4 act: potentiators or activators of RGS4. HEK293 M3R/inducible RGS4, carbachol calcium flux Fluo4; active compounds read low. B-score at 10 µM. hit rate 0.92% among 310,000. AID 463111;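 active means B-score of the integrated calcium signal more than 4 SD below the library mean, with starting fluorescence not abnormally high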;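 further: negative B-score means reduced calcium response which marks RGS4 activation or potentiation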
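Detection: kinetic calcium fluorescence imaging with Fluo4-AM dye, 2 µM / Material: HEK293 cells with stable M3R and inducible RGS4 / Schedule: recording 10 s baseline at 1 Hz, 100 s post-agonist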
RGS4 inh: inhibitors of human RGS4. P49798. HEK293 M3R/RGS4 inducible, Fluo-4 calcium flux; active compounds read high; triggered by carbachol at its EC20. B-score at 10 µM. hit rate 0.45% among 310,000. AID 463165;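 active means B-score, a plate-corrected calcium signal, over three deviations above library mean, with baseline fluorescence within five deviations of library mean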;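 further: RGS4 expression induced by doxycycline in cells with stable M3 receptor; B-score is computed from the integrated fluorescence ratio over baseline after carbachol; higher B-score means a larger calcium signal and so more RGS4 inhibition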
KCNK3 inh: human KCNK3 channel inhibition, primary screen. B-score at 10 µM. O14649. CHO-KCNK3 thallium flux, FluxOR fluorescence; active compounds read low. hit rate 0.84% among 340,000;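 active means B-score under library mean minus 4 SD, starting fluorescence ratio at most library mean plus 5 SD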;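 further: more negative B-score means stronger inhibition of thallium flux through KCNK3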
Numbers without * were called inactive; i = inactive; / = no result given.

No. | SMILES | KCNQ1 block | PolyA inh | hERG protect | KCNK9 inh | GSK3beta inhib | Dyrk1A ADPGlo | GSK3 alpha inh | KCNQ1 act | RGS4 act | RGS4 inh | KCNK3 inh
1 | Cc1cc(N2CCN(C)CC2)nc2ccc(NC(=S)N3CCN(c4cccc(Cl)c4)CC3)cc12 | i | i | -11 | i | 1 | -3 | -1 | i | i | i | i
2 | CN(C)c1ccc(C=NCCC2(O)CCOC(C)(C)C2)cc1 (configuration not stated) | i | i | -15 | i | 1 | 5 | -1 | i | i | i | i
3 | CN(C(=O)CS(=O)(=O)c1cccc(Cl)c1)c1ccccc1 | i | i | -10 | i | -1 | 0 | -2 | i | i | i | i
4 | CCn1cc(/C=C/c2cc[n+](C)cc2)c2ccccc21 | i | i | -41 | i | -2 | 11 | 2 | i | i | i | i
5 | COc1cccc(NC(=O)NCc2cccn2C)c1 | i | i | -3 | i | 0 | -7 | / | i | i | i | i
6 | O=C(OCC1COc2ccccc2O1)c1c(F)cccc1F (configuration not stated) | i | i | -6 | i | 0 | -4 | -2 | i | i | i | i
7 | CCC(C)[C@H](NC(=O)[C@@H]1Cc2c([nH]c3ccccc23)C2c3ccccc3C(=O)N21)C(=O)NCC1CCCO1 (some centres not stated) | i | i | -14 | i | -2 | 1 | 2 | i | i | i | i
8 | COCCCC1CCN(C(=O)C2CCC(=O)N(C3CCCCCC3)C2)CC1 (configuration not stated) | i | i | -8 | i | -1 | -8 | / | i | i | i | i
9 | CC(=O)c1cc(C#N)c(SCc2ccc(F)cc2)nc1C | i | i | -12 | i | 1 | 1 | -2 | i | i | i | i
10 | CCS(=O)(=O)c1nc(S(=O)(=O)c2ccc(Cl)cc2)c(NCCCN2CCOCC2)s1 | i | i | -5 | i | -3 | 1 | 0 | i | i | i | i
11 | CC(C)CCNC(=O)C(c1cccnc1)N(CCc1ccccc1)C(=O)Cn1nnc2ccccc21 (configuration not stated) | i | i | 4 | i | 2 | -2 | -2 | i | i | i | i
12 | COc1ccc(C(=O)NNC(=O)c2cc3cccc(OC)c3oc2=O)cc1 | i | i | -4 | i | 0 | 2 | -7 | i | i | i | i
13 | COc1cc(OC)nc(/N=C/NO)n1 | i | i | -5 | i | -19 | / | 0 | i | i | i | i
14 | COC(=O)c1nn(C23CC4CC(CC(C4)C2)C3)c2c1C(=O)N(c1ccc(F)cc1)C2=O | i | i | 1 | i | 0 | 14 | -3 | i | i | i | i
15 | COc1ccc(C(=O)NC(=S)Nc2ccc(N3CCOCC3)c(Cl)c2)cc1[N+](=O)[O-] | i | i | -13 | i | 1 | -6 | -1 | i | i | i | i
16 | CCCCN(C(=O)c1c(C)[nH]c(C(=O)OCC)c1C)c1ccccc1 | i | i | -9 | i | -1 | 2 | -3 | i | i | i | i
17 | COc1ccc(CN(C(=O)CN2C(=O)c3ccccc3S2(=O)=O)C(C(=O)NCC2CCCO2)c2ccco2)cc1 (configuration not stated) | i | i | -7 | i | 1 | -5 | -1 | i | i | i | i
18 | CCOc1ccccc1-n1nnnc1SCC(=O)Nc1cc2oc3ccccc3c2cc1OC | i | i | -3 | i | -1 | -9 | -1 | i | i | i | i
19 | O=C1NCCN1CCNS(=O)(=O)c1ccc2ccccc2c1 | i | i | -13 | i | -3 | -2 | / | i | i | i | i
20 | NS(=O)(=O)c1ccc(CCNC(=O)c2ccc3c(c2)N(Cc2ccccc2)CCS3)cc1 | i | i | -5 | i | 7 | -6 | -2 | i | i | i | i

Some of the entries so far, with one line to a screen:
7: CCC(C)[C@H](NC(=O)[C@@H]1Cc2c([nH]c3ccccc23)C2c3ccccc3C(=O)N21)C(=O)NCC1CCCO1 (some centres not stated)
8: COCCCC1CCN(C(=O)C2CCC(=O)N(C3CCCCCC3)C2)CC1 (configuration not stated)
9: CC(=O)c1cc(C#N)c(SCc2ccc(F)cc2)nc1C
10: CCS(=O)(=O)c1nc(S(=O)(=O)c2ccc(Cl)cc2)c(NCCCN2CCOCC2)s1
11: CC(C)CCNC(=O)C(c1cccnc1)N(CCc1ccccc1)C(=O)Cn1nnc2ccccc21 (configuration not stated)
12: COc1ccc(C(=O)NNC(=O)c2cc3cccc(OC)c3oc2=O)cc1
13: COc1cc(OC)nc(/N=C/NO)n1
Compound,7,8,9,10,11,12,13
KCNQ1 block,i,i,i,i,i,i,i
PolyA inh,i,i,i,i,i,i,i
hERG protect,-14,-8,-12,-5,4,-4,-5
KCNK9 inh,i,i,i,i,i,i,i
GSK3beta inhib,-2,-1,1,-3,2,0,-19
Dyrk1A ADPGlo,1,-8,1,1,-2,2,/
GSK3 alpha inh,2,/,-2,0,-2,-7,0
KCNQ1 act,i,i,i,i,i,i,i
RGS4 act,i,i,i,i,i,i,i
RGS4 inh,i,i,i,i,i,i,i
KCNK3 inh,i,i,i,i,i,i,i

14: COC(=O)c1nn(C23CC4CC(CC(C4)C2)C3)c2c1C(=O)N(c1ccc(F)cc1)C2=O
15: COc1ccc(C(=O)NC(=S)Nc2ccc(N3CCOCC3)c(Cl)c2)cc1[N+](=O)[O-]
16: CCCCN(C(=O)c1c(C)[nH]c(C(=O)OCC)c1C)c1ccccc1
17: COc1ccc(CN(C(=O)CN2C(=O)c3ccccc3S2(=O)=O)C(C(=O)NCC2CCCO2)c2ccco2)cc1 (configuration not stated)
Compound,14,15,16,17
KCNQ1 block,i,i,i,i
PolyA inh,i,i,i,i
hERG protect,1,-13,-9,-7
KCNK9 inh,i,i,i,i
GSK3beta inhib,0,1,-1,1
Dyrk1A ADPGlo,14,-6,2,-5
GSK3 alpha inh,-3,-1,-3,-1
KCNQ1 act,i,i,i,i
RGS4 act,i,i,i,i
RGS4 inh,i,i,i,i
KCNK3 inh,i,i,i,i

Not all compounds are listed. The share of hits here may be higher or lower than overall.
